MLL CXXC-DNA inh: inhibitors of human MLL CXXC domain-DNA interaction. Q03164. MLL-CXXC / FITC-HOXA9 DNA fluorescence polarization. Potency, µM (titrated, usually from 115 µM), inactives show top-dose activity change, negative = inhibition, hits mostly inhibitors. 290,000 compounds, 0.037% hits. AID 2662; active means well fitted inhibition curve with a large enough effect in the polarisation, with a control signal flat, not every such curve was filed as active; inconclusive means small, poorly fitted or top-dose-only effect, or effect the other way, or a change in a side signal; inactive means no such curve, though single readings can be large or run the other way; the % refers to the polarisation; further: potency means the concentration at half of the fitted maximal effect
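Steps: dispense CXXC domain solution (7 uM) → pin compounds or unlabeled HOX-A9 DNA control → 5 min ambient → add FLSN-HOX-A9 solution (50 nM) → spin → 30 min ambient → fluorescence polarization. Tris pH 7.5/NaCl/DTT/BSA buffer.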
TCR activator: activates T cell receptor signaling. primary human leukocytes, anti-CD3, IL-2 HTRF, 48 h. Potency, µM (top dose mostly 9.22 µM), without a hit: at the top dose activation of IL-2 secretion, most hits filed as activators. 330,000 tested, under 10 active; further: % of control where 0% means no effect
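HTRF read-out of IL-2 secretion: europium cryptate donor excited at 320nm, d2 acceptor emission at 665nm. Cells were primary human leukocytes incubated 48 hr with compounds and a-CD3 beads, supplying TCR signal only.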
Integrin act MD: activates integrin-mediated alleviation for muscular dystrophy | alpha7betagal myoblasts, beta-gal FDG fluorescence, 48 h | Potency, µM (highest dose often 38.3 µM), for inactives: top-dose activation, hits mostly activators | 350,000 compounds, 0.064% hits | AID 624291;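 further: potency means the concentration at half of the fitted maximal effect; 100% = response of the positive control SU9516; nearly all actives have a fitted effect of over 60% in size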
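Alpha7betagal+/- myoblasts (passage 13) were plated 16-24 hr, then exposed to compounds (1:260 dilution of DMSO stock) for 48 hours at 37C. After MPER lysis, β-galactosidase reporter activity was read as FDG fluorescence (ex 480/em 540) after 30 minutes.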
Mito fusion yeast: mitochondrial division inhibition or fusion activation | 320,000 compounds, 0.23% hits | S. cerevisiae fusion-defective mutant growth rescue, CellTiterGlo 48 h | AID 485298 | Potency, µM (doses to about 46.1 µM), inactives show at the highest dose growth rescue (activation), actives largely listed as activators;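 further: potency means the concentration at half of the fitted maximal effect; % of control where 0% means no effect; nearly all actives have a fitted effect of over 45% in size; temperature-sensitive fusion mutants such as fzo1-1 at 37 °C on non-fermentable ethanol glycerol medium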
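Growth-rescue viability read-out: after 48 h at the non-permissive 37C in glycerol/ethanol YPEG, yeast mitochondrial fusion mutants are measured by CellTiterGlo luminescence; compounds (23 nl pinned per well) restoring growth score as division inhibitors or fusion activators.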
ASM inhibitor: inhibitors of human secretory acid sphingomyelinase | placental ASM, HMU-PC fluorogenic substrate, 60 min | Potency, µM (series often up to 57.5 µM), without a hit: top-dose activity change, negative = inhibition, actives largely listed as inhibitors | 340,000 compounds, 0.006% hits | AID 504937; further: potency means the concentration at half of the fitted maximal effect
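Fluorescence read-out (Ex 386 nm, Em 447 nm) after stopping the reaction at pH 10. Enzyme: ASM from human placenta; substrate HMU-PC0, 9 uM final; 60 min, 37 °C. Compound preincubation 10 min, ambient temperature.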
MBNL1 CUG block: MBNL1-poly(CUG) RNA binding inhibition; Q9NR56; TR-FRET MBNL1-His/biotin-(CUG)12 binding, 665/545 ratio; Potency, µM (highest dose often 57.5 µM), for the others: top-dose activity change, negative = inhibition, hits mostly inhibitors; 280,000 compounds, 0.036% hits; active means well fitted inhibition curve with a large enough effect in the signal ratio, with a control signal flat, not every such curve was filed as active; inconclusive means small, poorly fitted or top-dose-only effect, or effect the other way, or a change in a side signal; inactive means no such curve, though single readings can be large or run the other way; the % refers to the signal ratio; further: potency means the concentration at half of the fitted maximal effect; on the % scale 0 is the no-effect control and ±100 the full control effect
Target sequence (Q9NR56 whole entry, looked up): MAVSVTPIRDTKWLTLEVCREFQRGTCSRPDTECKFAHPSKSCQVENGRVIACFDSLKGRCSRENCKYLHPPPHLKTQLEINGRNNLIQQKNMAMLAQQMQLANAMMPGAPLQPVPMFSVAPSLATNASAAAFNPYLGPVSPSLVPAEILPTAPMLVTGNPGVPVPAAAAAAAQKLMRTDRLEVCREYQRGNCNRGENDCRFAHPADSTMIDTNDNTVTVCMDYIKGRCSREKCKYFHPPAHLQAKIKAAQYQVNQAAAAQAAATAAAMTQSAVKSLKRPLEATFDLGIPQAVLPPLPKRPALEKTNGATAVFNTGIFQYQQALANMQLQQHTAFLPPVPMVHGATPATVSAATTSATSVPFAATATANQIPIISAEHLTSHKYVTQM
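Ratiometric TR-FRET (665 over 545 nm, excitation 340 nm) tracks disruption of MBNL1-His/biotin-(CUG)12 complex after 60 min at room temperature, with compounds at 92 nM to 58 uM final.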
TSHR antag: human thyrotropin receptor antagonism; 330,000 compounds, 0.2% hits; TSHR-expressing cells, TSH-stimulated cAMP HTRF, 2 h; active compounds read low; activity change, negative = inhibition, % at 11.5 µM;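 active means activity change below a set negative limit, meaning inhibition stronger than a set level, cut at about -70% in these data; inconclusive means activity change between two set negative limits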; further: on the % scale 0 is the no-effect control and ±100 the full control effect
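TSHR-expressing cells, 200/well, pre-treated with compound, then stimulated with EC80 TSH (4nM final) for 2 hours at 37 deg C. cAMP measured by competitive HTRF: anti-cAMP cryptate antibody in lysis buffer plus cAMP-d2, read after 30 minutes at room temperature.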
A-T KAP1 phos: potential ataxia-telangiectasia treatment | […] A-T fibroblasts, KAP-1 phosphorylation AlphaLISA; neocarzinostatin DNA damage 30 min before lysis | Potency, µM (highest dose often 57.5 µM), without a hit: at the highest dose activation, most hits filed as activators | 320,000 compounds, 0.19% hits | AID 485349; further: potency means the concentration at half of the fitted maximal effect; % of control where 0% means no effect; nearly all actives have a fitted effect of over 45% in size
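hTERT-immortalized A-T patient fibroblasts ([…]), 500 cells/well in OPTI-MEM, 1% FBS, got compounds for 60 min, then NCS for 30 min at 37C. Lysates were then assayed for phospho-KAP-1 by AlphaLISA (anti-pKAP1 donor, anti-KAP1 acceptor beads), 6 hr at 25C.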
TSG101-PTAP inh: blocks PTAP/TSG101 interaction to inhibit HIV-1 budding; Q99816; AID 493005; 340,000 tested, under 10 active; Fluorescence polarization, FITC-PTAP peptide / Tsg101 binding; Potency, µM (titrated, usually from 115 µM), inactives show at the top dose activity change, negative = inhibition, actives largely listed as inhibitors; active means well fitted inhibition curve with a large enough effect in the main read-out, with a control signal flat, not every such curve was filed as active; inconclusive means small, poorly fitted or top-dose-only effect, or effect the other way, or a change in a side signal; inactive means no such curve, though single readings can be large or run the other way; further: potency means the concentration at half of the fitted maximal effect; % of control where 0% means no effect
Target sequence (Q99816 whole entry, looked up): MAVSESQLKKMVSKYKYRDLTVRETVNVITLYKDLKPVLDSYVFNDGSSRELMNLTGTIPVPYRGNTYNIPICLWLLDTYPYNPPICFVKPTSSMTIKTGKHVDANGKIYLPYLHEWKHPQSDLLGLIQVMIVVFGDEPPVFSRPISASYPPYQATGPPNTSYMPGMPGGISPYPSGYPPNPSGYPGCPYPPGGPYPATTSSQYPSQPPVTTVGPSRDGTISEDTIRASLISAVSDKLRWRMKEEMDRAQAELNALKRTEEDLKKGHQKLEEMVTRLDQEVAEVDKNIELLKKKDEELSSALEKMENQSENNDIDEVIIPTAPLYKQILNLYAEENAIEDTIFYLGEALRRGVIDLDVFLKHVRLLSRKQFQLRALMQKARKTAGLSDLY
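Tsg101 binding domain (10 uM final) was mixed with compound and a FITC-labeled PTAP peptide (50 nM final) in HEPES pH 7.5 buffer with NaCl, Tween 20, EDTA and TCEP; fluorescence polarization was read after 20 min at r.t.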
Menin MLL FP TR: menin-MLL binding inhibition, Texas Red mutant peptide; O00255; Menin + Texas Red MLL mutant peptide, fluorescence polarization; Potency, µM (top dose mostly 61.6 µM), for inactives: top-dose FP activity change, negative = inhibition, actives largely listed as inhibitors; 270,000 compounds, 0.23% hits; AID 1768; active means well fitted inhibition curve with a large enough effect in the polarisation, with a control signal flat, not every such curve was filed as active; inconclusive means small, poorly fitted or top-dose-only effect, or effect the other way, or a change in a side signal; inactive means no such curve, though single readings can be large or run the other way; the % refers to the polarisation; further: potency means the concentration at half of the fitted maximal effect; % of control where 0% means no effect; many of its hits are not listed in these tables
Active calls of the source: *; ? = inconclusive; . = not tested or not shown; [ ] = another dose, or the depositor's remark. Unless noted, the call rests on the fitted dose curve; in most records, active means well fitted curve in the direction sought with a large enough effect; inconclusive means small, poorly fitted or top-dose-only effect, or another doubt; inactive means no such curve, though single readings can be large; an effect the other way counts as inactive or inconclusive. Some of the compounds tested, so the mix of outcomes need not match the whole.

SMILES	MLL CXXC-DNA inh	TCR activator	Integrin act MD	Mito fusion yeast	ASM inhibitor	MBNL1 CUG block	TSHR antag	A-T KAP1 phos	TSG101-PTAP inh	Menin MLL FP TR
CC(=O)NC(CC(=O)Nc1cccc(S(=O)(=O)N2CCOCC2)c1)c1ccccc1 (stereo not drawn)	.	0.1%	-14.0%	-2.8%	-1.6%	.	3.0	3.4%	1.0%	.
O=C(c1ccco1)N1CCN(C(c2cccs2)c2nnnn2C2CCCC2)CC1 (stereo not drawn)	-5.2%	2.2%	-2.3%	2.9%	-0.9%	0.5%	1.2	2.0%	-7.3%	-1.1%
COCCn1c(SCC(=O)NC(=O)NC(C)C)nc2ccccc21	1.5%	-4.1%	13.3%	-2.6%	-0.1%	1.2%	-0.8	-4.5%	-2.7%	-2.4%
N#CCSc1nnc(Cc2cccs2)n1C1CCCCC1	2.2%	2.6%	19.2%	1.6%	0.9%	-2.4%	-0.5	4.0%	-5.8%	0.2%
CCOC(=O)C1CCN(S(=O)(=O)c2ccc(CNC(=O)c3ccccc3)s2)CC1	4.0%	14.0%	?	-0.1%	-3.3%	-5.2%	2.6	7.4%	-4.3%	32.9%[activator]
COc1ccc(NC(=O)CCCC(=O)NCCc2ccc(OC)c(OC)c2)cc1	-9.7%	-2.1%	14.4%	-0.8%	-1.9%	-2.3%	-8.1	3.1%	-1.5%	-0.8%
Cc1cc(CNC(=O)C2CCC(=O)N(Cc3ccccc3F)C2)on1 (stereo not drawn)	-12.0%	0.0%	1.7%	1.9%	-3.5%	1.0%	-1.5	4.8%	.	-12.4%
CCC(C)n1c(SCC(=O)NC2CCCC2)nc2ccccc2c1=O (stereo not drawn)	.	0.1%	-12.2%	18.3%	0.8%	.	-1.3	6.2%	-2.9%	.
Cc1ccc(C)c(OCCC(=O)N(C)CC(=O)Nc2c(C)cccc2C)c1	.	4.8%	-8.4%	-4.4%	0.7%	.	3.6	-0.8%	-2.6%	.
CC(OC(=O)CN1C(=O)C2CCCCC2C1=O)C(=O)Nc1ncc(Cl)cc1Cl (stereo not drawn)	6.0%	.	21.0%	-0.2%	-1.1%	-9.3%	-5.0	-8.5%	.	-20.1%
CCCCSc1nnc2c(n1)OC=Nc1ccccc1-2	3.2%	-6.1%	-5.0%	-1.3%	0.3%	?	6.1	4.6%	-5.4%	.
C=CC[n+]1c(-c2ccc(OCC)cc2)csc1NNC(=O)Nc1ccccc1	14.3%	-1.7%	0.0%	5.4%	-22.4%	-4.8%	0.5	-5.3%	-5.9%	?
CC(=O)C1CCC2C3CCC4CC(=O)CCC4(C)C3C(C)(O)CC12C (stereo not drawn)	.	-5.8%	4.2%	.	2.8%	.	.	.	-4.8%	.
CCOC(=O)[C@@H]1[C@H]2COc3cc(OC)ccc3[C@H]2N2C(=O)N(c3ccc(C(F)(F)F)cc3)C(=O)[C@@]12C	11.1%	-5.7%	0.3%	-3.6%	-13.1%	5.7%	-17.9	-2.0%	-5.0%	0.4%
N#Cc1c(NC(=O)CSc2nc3ccccc3s2)sc2c1CCCC2	4.0%	9.9%[46.1 µM]	21.9%	-0.2%	-2.1%	2.6%	-13.9	4.2%	-1.1%	-9.1%
COc1ccc(N(CC(=O)N2CCCCC2)S(=O)(=O)c2ccccc2)c(OC)c1	3.8%	0.0%	0.4%	7.6%	-2.6%	-4.9%	4.9	4.3%	-0.1%	-3.6%
Cc1ccc(NC(=O)C(NS(=O)(=O)c2cccc3nsnc23)C(C)C)nc1 (stereo not drawn)	-0.3%	-1.0%	16.4%	0.2%	4.3%	?	3.4	2.9%	-1.0%	-8.9%
CCOC(=O)c1nnsc1NC(C)=O	7.4%	-11.7%	13.6%	-0.8%	0.5%	-3.0%	7.1	-1.6%	-2.4%	10.0%
CCN(CC)CCNC(=O)c1ccc(NC(=O)c2ccc(Cl)c(S(=O)(=O)Nc3ccccc3OC)c2)cc1	?	.	.	2.3%	.	-8.2%	-8.8	-8.3%	.	.
Cn1c(SCC(=O)NC(c2ccccc2)c2ccccc2)nnc1-c1cccs1	6.6%	0.0%	0.9%	-1.1%	-2.2%	3.5%	-1.3	-1.9%	-12.0%	.
COC(=O)CCCCCNc1ccc(C(=O)OC)cc1N	-1.2%	-1.7%	-21.3%	-5.1%	1.6%	-1.9%	8.0	1.5%	-1.8%	-19.6%
CCOC(=O)/C(C#N)=C/c1cn(CCC(=O)O)nc1-c1ccc(Br)cc1	-10.0%	6.4%	-26.9%	-4.4%	15.5%	?	-19.2	20.5%	0.2%	19.0%
NC(=O)C1CCN(CC(=O)Nc2ccc3c(c2)OCCO3)CC1	.	3.6%	12.0%	.	0.3%	.	.	?	-2.2%	.
CCc1c(C)nc2ncnn2c1N1CCC(C(=O)Nc2cccc(C(C)=O)c2)CC1	1.6%	-1.4%	-0.4%[7.66 µM]	-3.3%	2.8%	-4.5%	-9.7	-1.6%	-7.0%	11.3%
C/C(=C(\C#N)C(=O)NCCCN1CCOCC1)N(C)C	-1.9%	-3.6%	-17.5%	-1.8%	0.3%	1.8%	-5.5	1.3%	-7.4%	-10.4%
CCOC(=O)C1=C(C)Nc2ccccc2N/C1=N\S(=O)(=O)c1ccccc1	.	.	21.3%	1.4%	3.2%	.	32.9	0.8%	-3.9%	.
N#C/C(=C/c1ccc(OCc2ccccc2)cc1)C(=O)NC1CCCCC1	-23.5%	7.4%	5.7%	-2.1%	123.0%[activator]	?	3.8	3.8%	-5.9%	-29.1%
O=C(NNC(=O)c1ccncc1)Nc1cccc([N+](=O)[O-])c1	5.4%	0.2%	10.4%	-2.2%	5.6%	?	-3.1	-0.1%	-0.7%	-1.0%
CCOC(=O)COc1cc(O)c2c(=O)cc(-c3ccccc3)oc2c1	7.3%	-2.8%	8.0%	1.9%	-0.7%	0.7%	-1.7	-5.6%	1.5%	-24.9%
c1ccc(-c2nc3ccccc3c3nncn23)cc1	-2.5%	-1.2%	1.9%	-5.0%	-1.2%	1.3%	-9.3	-4.7%	0.3%	0.9%
COc1ccccc1/C=C/CN1CCCC(CCC(=O)NCc2ccc(F)c(F)c2)C1 (stereo not drawn)	3.8%	3.5%	-8.1%	0.9%	2.6%	3.7%	3.7	-0.5%[11.5 µM]	0.5%	?
COc1ccc(CN(C)CCCn2cnc(C(=O)Nc3ccc(C)c(C)c3)n2)cc1OC	.	1.5%	29.4%	.	-4.8%	.	.	.	-0.3%	.
c1coc(CN2CCN(C(c3cccs3)c3nnnn3C3CCCC3)CC2)c1 (stereo not drawn)	18.2%	-6.1%	8.3%	-0.2%	2.2%	-5.7%	-3.4	-0.1%	0.9%	-4.7%
O=C(COC(=O)/C=C/c1ccco1)Nc1ccccc1	-7.5%	-2.2%	0.0%	2.7%	-0.9%	.	-13.3	-1.8%	-0.8%	-1.5%
CN=c1scc(C)n1/N=C/c1cc(Br)c(O)c(OC)c1	-4.7%	2.3%	0.3%	-11.7%	50.5%[activator]	8.8%	7.0	-1.1%	-0.7%	?
Cc1ccccc1NC(=O)COC(=O)c1cccnc1	-8.3%	1.8%	-9.0%	3.8%	-0.6%	-4.6%	-6.0	5.1%	0.2%	-13.9%
Cc1cc(NC(=O)c2cc(-c3ccc(C)s3)nc3ccccc23)no1	2.2%	6.5%	-3.5%	1.2%	219.6%[activator]	109.2%[activator]	2.0	9.5%	-0.9%	?
c1ccc(Oc2ccc3ccccc3n2)cc1	-0.2%	-1.7%	6.3%	4.8%	-7.0%	-12.8%	-9.9	2.7%	3.5%	-6.0%
COC(=O)C(Cc1ccccc1)NC(=O)CNS(=O)(=O)c1ccc(Br)cc1 (stereo not drawn)	-1.2%	1.1%	6.2%	3.2%	11.5%	0.0%	-10.3	-2.2%	-1.0%	-2.1%
COc1ccc(S(=O)(=O)N(C)CC(=O)NC2CCCCC2)cc1Cl	11.0%	3.6%	13.4%	5.0%	2.7%	-1.2%	-7.3	-2.5%	-5.4%	1.5%
O=C(CSc1nnc(NC(=O)c2ccco2)s1)NCc1ccc2c(c1)OCO2	-16.2%	-0.5%	-0.5%	5.5%	2.7%	8.8%	4.5	-4.9%	-0.4%	14.9%

Source: PubChem BioAssay (National Center for Advancing Translational Sciences (NCATS))
